Screening results from PubChem.
SIAH1 antagonists: blockers of Siah-1 interaction with plectin peptide – biochemical, fluorescence polarization, rhodamine-plectin, uHTS, primary screen (AID 1817); Siah-1 / rhodamine-plectin peptide fluorescence polarization; higher % means a stronger effect; one-dose displacement, % at 20 µM; IC50 in µM for titrated hits; hit rate 0.02% among 290,000;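 active means displacement of at least 50% at 20 µM, with a fluorescence ratio check between 0.3 and a set limit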;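 further: plate controls were Siah plus tracer with DMSO for no effect and tracer alone without Siah for full effect; strong numbers were not always called active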
human PMI inhibitors: human PMI inhibitors, high substrate, primary screen, biochemical, fluorescence intensity, high mannose 6-phosphate (AID 1220); recombinant PMI enzyme, coupled fluorescence intensity; higher % means a stronger effect; hit rate 0.66% among 190,000; inhibition, % at 20 µM, or IC50 in µM where a hit was titrated
M17LAP inhibition: P. falciparum M17LAP inhibitors, primary screen, biochemical, fluorogenic H-Leu-NHMec substrate, 1536-well (AID 1619); inhibition, % at 30 µM; hits with a dose series show IC50 in µM; recombinant M17LAP, H-Leu-NHMec fluorogenic kinetic assay; higher % means a stronger effect; hit rate 0.38% among 220,000;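 active means compound inhibiting the enzyme by more than half at any dose during confirmatory dose-response retesting; inconclusive means strong single-dose inhibitors picked by rank but not retested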;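 further: plate controls were full reaction with DMSO carrier for no effect and no enzyme background for full effect; strong numbers were not always called active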
human PMI inhibition: inhibitors of human PMI, primary screen, biochemical, fluorescence intensity, coupled assay (AID 1209); purified PMI enzyme, coupled fluorescence intensity; higher % means a stronger effect; inhibition, % at 20 µM, or IC50 in µM where a hit was titrated; hit rate 0.42% among 190,000;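 further: plate controls were DMSO vehicle for no effect and wells lacking substrate for full effect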
Dynein transport: blocks dynein driven cargo transport along microtubules. hit rate 0.47% among 220,000. 3617.4 mouse cells, GR-EGFP nuclear translocation imaging; test concentration mostly 20 µM; stimulated with dexamethasone, 1 µM; hits give low values. z-score, hits read low;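 active means plate z-score of nuclear minus cytoplasmic receptor signal below a set negative limit, without overly bright fluorescence or cell loss, cut at about -3.5 in these data, passing the limit was not always enough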;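 further: z-score of nuclear minus cytoplasmic ring GR-EGFP intensity difference per well; some compounds called inactive have numbers as strong as hits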
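Buffer or medium: tet-free, stripped-serum medium; reagent: dexamethasone at 1.0 µM final, 30 min; incubation: 48 h induction, 1 h compound, 30 min dex at 37 °C; measured by: formaldehyde fixation, Hoechst nuclear stain, 10x automated fluorescence imaging; read-out: nuclear-to-cytoplasmic GR-EGFP distribution per well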
AID2073: disruptors of CaV2.2 binding to Mint1 – biochemical, HTRF (AID 2073); hit rate 0.19% among 290,000; HTRF protein-protein interaction, Mint1-CaV2.2; higher % means a stronger effect; one-dose inhibition, % at 20 µM; IC50 in µM for titrated hits; in the data active means inhibition mostly above about 51%, no sharp cut-off; inconclusive means no clear call, values can overlap the other calls; inactive means mostly below about 53%; further: some results filed as inactive read as strong as hits
LYP phosphatase: inhibitors of LYP phosphatase, biochemical, fluorescence intensity, uHTS (AID 1779); inhibition, % at 11.5 µM, or IC50 in µM where a hit was titrated; recombinant LYP phosphatase, fluorescence intensity; higher % means a stronger effect; hit rate 0.054% among 290,000;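 further: plate controls were vehicle with enzyme for no effect and no enzyme for full effect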
P. falciparum M1AAP: malaria alanyl aminopeptidase activity blockers – biochemical, fluorogenic H-Leu-NHMec substrate, 1536-well (AID 1445) | recombinant M1AAP, H-Leu-NHMec fluorogenic kinetic assay; higher % means a stronger effect | inhibition, % at 30 µM, or IC50 in µM where a hit was titrated | hit rate 0.42% among 220,000;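 active means primary inhibition above the hit cutoff, then over 50% inhibition at one or more dose response concentrations, cut at about 23% in these data, passing the limit was not always enough; inconclusive means conflicting primary data, or primary hits not chosen for dose response; inactive means low primary inhibition, or under 50% at every dose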;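 further: plate controls were DMSO full reaction for no effect and no enzyme background for full effect; strong numbers were not always called active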
XIAP antagonists: small molecules displacing peptide from XIAP – biochemical, IAP family, fluorescence polarization (AID 1018) | XIAP BIR domain, fluorescence polarization peptide displacement; higher % means a stronger effect | displacement, % at 20 µM, or IC50 in µM where a hit was titrated | hit rate 0.007% among 200,000; in the data active means displacement above about 50%; further: a part of the inactive calls stands beside numbers as strong as those of hits
Dynein transport cytoplasmic EGFP: second read-out of Dynein transport, no call of its own (marks repeat the call); z-score; measured here: cytoplasmic GR-EGFP intensity; hits give high values
Dynein transport nuclear GR-EGFP: further read-out of Dynein transport, marked with its call; z-score; measured here: nuclear GR-EGFP intensity;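 lower value marks the stronger effect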
Dynein transport cell count: second read-out of Dynein transport, no call of its own (marks repeat the call); z-score; measured here: cell count per field
* hit, by the source's call; ? = inconclusive; nt = no result given. Unless noted, no stated cut-off is given here; in the data, active means inhibition above about 50%; inactive means the rest.

The first 3 entries as a preview:
no.	compound	human PMI inhibition	Dynein transport nuclear GR-EGFP	Dynein transport	Dynein transport cytoplasmic EGFP	M17LAP inhibition	XIAP antagonists	human PMI inhibitors	P. falciparum M1AAP	LYP phosphatase	AID2073	Dynein transport cell count	SIAH1 antagonists
1	Cc1cc(F)c(F)c(C(=O)N2CCOCC2)c1	-11%	0.28	0.68	-0.26	-3%	2.6%	-6%	3%	-2%	11%	0.54	0%
2	O=C(CN1C(=O)C2(OCCCO2)c2ccccc21)NCc1ccccc1	3%	0.029	-0.83	-0.13	1%	-6.6%	0%	4%	-4%	-11%	0.5	-2%
3	COc1ccc(/C=C/C(=O)NC2CCCCCCC2)cc1S(=O)(=O)N1CCOCC1	3%	0.24	1	0.075	-1%	-0.7%	-2%	1%	-7%	-7%	-0.79	-5%

All compounds of this part, repeating the preview:
no.	compound	human PMI inhibition	Dynein transport nuclear GR-EGFP	Dynein transport	Dynein transport cytoplasmic EGFP	M17LAP inhibition	XIAP antagonists	human PMI inhibitors	P. falciparum M1AAP	LYP phosphatase	AID2073	Dynein transport cell count	SIAH1 antagonists
1	Cc1cc(F)c(F)c(C(=O)N2CCOCC2)c1	-11%	0.28	0.68	-0.26	-3%	2.6%	-6%	3%	-2%	11%	0.54	0%
2	O=C(CN1C(=O)C2(OCCCO2)c2ccccc21)NCc1ccccc1	3%	0.029	-0.83	-0.13	1%	-6.6%	0%	4%	-4%	-11%	0.5	-2%
3	COc1ccc(/C=C/C(=O)NC2CCCCCCC2)cc1S(=O)(=O)N1CCOCC1	3%	0.24	1	0.075	-1%	-0.7%	-2%	1%	-7%	-7%	-0.79	-5%
4	COc1cc(C(=O)NCC(=O)N/N=C/c2cccc(OC(=O)c3ccco3)c2)cc(OC)c1OC	-14%	-0.22	-0.39	-0.095	3%	-4.9%	-13%	3%	-3%	4%	0.36	5%
5	O=C(Nc1ccc(F)cc1)c1sc(Cl)nc1-c1ccccc1	5%	-0.62	-0.83	-0.3	-16%	-37%	5%	2%	2%	-3%	0.96	4%
6	CCOC(=O)CCCNC(=O)COC(=O)c1ccc(O)cc1	1%	0.36	0.17	-0.21	5%	-1.4%	-4%	3%	-7%	-8%	0.12	-5%
7	Cc1cccnc1NC(=S)Nc1ccc(F)cc1F	10%	-0.072	-0.46	-0.1	1%	-7.4%	3%	5%	6%	11µM*	-0.08	1%
8	COc1cccc(N=Nc2c(=O)[nH]n3c(=O)c4c([nH]c23)CCC4)c1	-10%	0.63	0.82	-0.11	90%	-2.2%	6%	?	2%	-2%	-1.6	7%
9	CCS(=O)(=O)c1nc(S(=O)(=O)c2ccc(Cl)cc2)c(N2CCc3ccccc3C2)s1	15%	-0.54	-1.4	-0.21	-36%	-6.0%	6%	9%	-8%	6%	0.22	3%
10	CCOc1nc(-c2ccccc2)ccc1-c1noc(-c2ccncc2)n1	8%	-0.036	-0.57	-0.18	1%	-4.8%	6%	5%	-5%	-1%	-0.11	-2%
11	Cc1ccc(NC(=S)N(Cc2ccccc2)C(C)C)cc1	nt	-0.088	0.35	-0.28	3%	nt	nt	2%	-8%	-28%	0.19	-4%
12	COc1ccc(CCNC(=O)CSCc2n[nH]c(=O)[nH]2)cc1OC	2%	0.14	-0.4	-0.25	3%	1.2%	6%	2%	-4%	-12%	-0.089	7%
13	CC(C)(O)C#Cc1ncc(C(F)(F)F)cc1Cl	2%	-0.49	-1.1	-0.25	-3%	-12%	-5%	-5%	-5%	12%	0.53	5%
14	Cc1cc(/C=C2/NC(=O)N(c3ccccc3)C2=O)c(C)n1C(C)C	-1%	-0.41	-0.12	-0.28	28%	0.8%	8%	10%	-2%	6%	0.45	7%
15	CCOc1cc(S(=O)(=O)N2CCCCC2)ccc1F	-5%	0.83	1.5	-0.27	4%	-3.7%	-11%	0%	-4%	-7%	1.4	-1%
16	CCCCOC(=O)n1c(=S)oc2cc(Cl)ccc21	-2%	-0.058	0.11	-0.16	-8%	-0.4%	-11%	-1%	0%	-24%	0.023	2%
17	O=C(Cn1cc[n+](CC(=O)c2ccccc2)c1)c1ccccc1	1%	-0.27	-0.31	-0.21	9%	-7.5%	-1%	19%	-8%	6%	-0.037	-3%
18	CCCN1CCC(=O)N([C@H](CSc2ccc(C)cc2)CC(C)C)CC1	nt	0.77	1.8	-0.69	-13%	nt	nt	1%	-6%	0%	-0.91	2%
19	CCOC(=O)c1sc(NC(=O)CCN2C(=O)c3ccccc3C2=O)c(C(=O)OCC)c1C	11%	-0.6	-0.52	-0.32	7%	-1.6%	0%	2%	-7%	1%	0.76	3%
20	COc1cccc(-n2ccnc2SCC(=O)Nc2nccs2)c1	2%	-0.15	-0.71	-0.32	8%	-4.8%	5%	6%	-8%	-3%	0.53	-1%

2 entries drawn at random from those above:
no.	compound	human PMI inhibition	Dynein transport nuclear GR-EGFP	Dynein transport	Dynein transport cytoplasmic EGFP	M17LAP inhibition	XIAP antagonists	human PMI inhibitors	P. falciparum M1AAP	LYP phosphatase	AID2073	Dynein transport cell count	SIAH1 antagonists
14	Cc1cc(/C=C2/NC(=O)N(c3ccccc3)C2=O)c(C)n1C(C)C	-1%	-0.41	-0.12	-0.28	28%	0.8%	8%	10%	-2%	6%	0.45	7%
10	CCOc1nc(-c2ccccc2)ccc1-c1noc(-c2ccncc2)n1	8%	-0.036	-0.57	-0.18	1%	-4.8%	6%	5%	-5%	-1%	-0.11	-2%

Continued.
no.	compound	human PMI inhibition	Dynein transport nuclear GR-EGFP	Dynein transport	Dynein transport cytoplasmic EGFP	M17LAP inhibition	XIAP antagonists	human PMI inhibitors	P. falciparum M1AAP	LYP phosphatase	AID2073	Dynein transport cell count	SIAH1 antagonists
21	O=C(NC(Cc1c[nH]c2ccccc12)C(=O)O)c1ccco1 (stereo unspecified)	-12%	0.61	1	0.47	13%	-9.6%	-14%	28%*	0%	5%	-0.31	-1%
22	COC(=O)c1ccc(NC(=O)NC2CCCCC2)cc1	0%	-0.22	-0.61	-0.26	0%	-18%	3%	-2%	2%	0%	0.89	0%
23	O=C(CSc1n[nH]c(=O)n1C1CC1)c1ccc2c(c1)OCCO2	nt	0.097	0.39	-0.058	5%	nt	nt	-1%	-11%	-18%	0.093	-1%
24	O=C(CSc1nc2[nH]ncc2c(=O)n1-c1ccccc1Br)NCc1ccccc1Cl	-6%	-0.3	0.04	-0.27	-3%	-0.8%	-3%	0%	-6%	0%	0.76	-2%
25	O=C(COC(=O)C1(c2ccccc2F)CCCC1)Nc1ncc(C(F)(F)F)cc1Cl	4%	1.4	2.7	0.17	16%	-2.4%	8%	10%	0%	5%	-2.2	5%
26	O=C(c1cc2c(s1)-c1ccccc1OC2)N1CCN(c2ccccc2)CC1	8%	-0.68	-1.6	-0.22	-32%	-4.6%	6%	4%	3%	26%	1	-4%
27	COc1ccc(NC(=O)C(NC(=O)OC(C)(C)C)C(C)OCc2ccccc2)cc1 (stereo unspecified)	0%	0.84	0.24	-0.19	-12%	-2.0%	-4%	-8%	2%	0%	0.039	-2%
28	COc1ccc(NC(=O)C2C3C=CC(C3)C2C(=O)NCc2ccccn2)c(OC)c1 (stereo unspecified)	18%	-0.14	0.07	-0.22	27%	-4.2%	30%	26%*	-6%	4%	0.56	6%
29	CCOc1nc(C)cc(COC)c1C(N)=O	-22%	0.41	0.15	-0.1	1%	-7.0%	-20%	-3%	-9%	11%	-0.08	-8%
30	CC(NC(=O)CCC(=O)NC(C)C1COc2ccccc2O1)C1COc2ccccc2O1 (stereo unspecified)	12%	0.44	0.17	-0.34	5%	2.0%	8%	-8%	-7%	9%	0.43	-3%
31	CCOC(=O)CSc1nnc(Cn2c(=O)sc3ccccc32)n1-c1ccccc1C	-8%	1.1	1.4	0.027	-7%	-10%	-3%	2%	-6%	5%	-2.3	3%
32	CCCSc1nc(=S)n(Cc2ccccc2)c(C)c1C(C)=O	-14%	0.55	-0.18	-0.16	0%	-10%	-9%	7%	-3%	-13%	0.89	-6%
33	O=c1[nH]c(/C(Cl)=C/c2cccc(C(F)(F)F)c2)nc2cc(Cl)ccc12	-15%	-0.13	0.19	-0.15	1%	-2.6%	-8%	0%	-3%	-6%	-0.18	1%
34	CCC(=O)Nc1ccc2c(c1)nc(CN1CCN(C(C)=O)CC1)n2C	-2%	-0.39	-0.33	-0.26	7%	-5.2%	-8%	4%	-11%	33%	1.3	1%
35	CC(C)c1ccccc1NC(=O)COC(=O)/C=C/c1cccc([N+](=O)[O-])c1	8%	-0.46	-0.39	-0.27	8%	-14%	11%	13%	1%	6%	0.49	1%
36	CCOC(=O)C1CCCN(C(=O)CCCn2nc(C)n3c(cc4sccc43)c2=O)C1 (stereo unspecified)	0%	-0.68	-1.3	-0.28	5%	-2.3%	-2%	2%	-6%	-3%	0.84	-1%
37	CN1CCN(/N=C/c2ccc(OCc3ccccc3)cc2)CC1	nt	-0.69	-1.4	-0.23	10%	nt	nt	9%	-2%	-1%	0.37	-3%
38	CCCC(=O)Nc1ccccc1NC(=O)c1ccc(OCC)c(OCC)c1	3%	0.57	-0.039	-0.35	-2%	-0.6%	-1%	5%	2%	-9%	-0.088	1%
39	CC(OC(=O)c1c2c(nc3ccccc13)/C(=C\c1ccc3c(c1)OCO3)CCC2)C(=O)Nc1ccc(S(N)(=O)=O)cc1 (stereo unspecified)	33%	0.11	0.15	0.55	14%	0.8%	47%	3%	-6%	-2%	-0.34	-3%
40	Cc1nnsc1C(=O)NNC(=O)c1cccc2ccccc12	nt	0.65	-0.4	-0.3	22%	nt	nt	6%	4%	9%	0.85	2%
41	O=C1CSC(c2ccc(Cl)cc2)N1C1CCCCC1 (stereo unspecified)	5%	0.71	1.4	0.19	3%	-5.6%	1%	2%	-7%	4%	-1.7	4%
42	CC1(C)CC(NCc2ccc3c(c2)OCO3)CCO1 (stereo unspecified)	-10%	-1.4	-1.2	-0.17	-6%	-1.7%	-5%	-2%	-8%	8%	0.89	3%
43	COC(=O)C1=C(N)Oc2cc(C)n(CCN3CCOCC3)c(=O)c2C1c1cccnc1 (stereo unspecified)	-8%	0.2	-0.13	0.64	2%	-0.3%	0%	1%	0%	-10%	-0.012	-1%
44	Cc1cccc(NC(=O)CCSc2nncn2C)c1	-8%	-0.51	-0.76	-0.23	0%	2.2%	-1%	5%	-3%	9%	0.3	10%
45	CCCCC(=O)NC(c1cccs1)c1cc(Cl)c2cccnc2c1O (stereo unspecified)	-16%	0.47	-0.12	0.32	-4%	-2.7%	8%	-15%	-9%	1%	0.13	-13%

An unsorted share of the library; any-hit rate near 2.1%.
